# Screening results: PubChem, Broad Institute
# LGR2 antag = inhibitors of bursicon-induced LGR2 CRE-luciferase signal, primary screen, cell-based, HEK293, CRE-luciferase reporter, bursicon stimulation; AID 720647, 2013; inhibition, % at 9.99 µM; bursicon-stimulated, 4 h; actives 0.35% (n = 380,000); Drosophila bursicon receptor LGR2 (rickets);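 active = drop in luminescence signal, shown as inhibition above about 50% in the replicate tests, limit read from the data, passing the limit was not always enough; inconclusive = probably only some replicates passing the limit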;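 also: agonist challenge used bursicon conditioned medium at about half maximal strength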
# ARNT-TACC3 inh = disruptors of ARNT/TACC3 protein interaction, primary screen, biochemical, AlphaScreen, single concentration; Transforming acidic coiled-coil-containing protein 3 (Homo sapiens), Q9Y6A5; AlphaScreen His-ARNT PAS-B/GST-TACC3 binding, luminescence; TACC3 fragment carries E629A point mutation; inhibition, % at 9.99 µM; actives 0.66% (n = 390,000); AID 623870, 2012;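 active = mean inhibition of replicates at least 50% and at least half of replicates each reaching 50%; inconclusive = half or more replicates reach 50% but mean below 50%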;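 also: 0% = complete ARNT plus TACC3 wells and 100% = ARNT alone without TACC3; many hits fall short of the cut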
# Cneo AK release = Cryptococcus neoformans cell lysis inducers, primary screen, AK release luminescence, single concentration | lysis activity, % at 15 µM | actives 0.2% (n = 360,000) | C. neoformans lysis, adenylate kinase release luminescence, 4 h; normalised: neutral wells 0, clomiphene wells 100 | AID 651654, 2012;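 active = mean lysis activity across replicates of at least 80%, whatever share of replicates individually reach that level; inactive = mean lysis activity below 80%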
#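 Material: C. neoformans cells; Schedule: 4 h static compound exposure, 37 °C, read 1 h post-reagent; Measured by: adenylate kinase release luminescence; Read-out: signal increase indicating cell lysis; Controls: Clomiphene as positive lysis control.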
# GSIS activator = GLuc luminescence reporter in INS-1E cells, primary screen for activators of glucose-dependent secretion of insulin. INS-1E GLuc reporter insulin secretion, 2-3 h. activation, % at 16.6 µM. actives 0.61% (n = 370,000);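 active = lowest replicate activation of at least 40%, so every replicate reaches that level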;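 also: 0% = median of neutral control wells and 100% = median of IBMX positive control wells; some compounds called inactive have numbers as strong as hits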
# PAX8 reporter = inhibitors of PAX8-driven TPO luciferase reporter, primary screen, RMG-I cells, single concentration; SteadyGlo, 24 h; inhibition, % at 12.6 µM; actives 1.2% (n = 360,000); AID 652154, 2013;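 active = mean replicate inhibition at least 60% with every replicate also reaching 60%; inconclusive = only one of the two criteria is met; inactive = mean below 60% and not all replicates reaching 60%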;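 also: luciferase light reporting Pax8 driven TPO promoter activity; plate controls were median of neutral control wells for no effect and mitoxantrone controls for full effect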
# PglD inh = C. jejuni PglD acetyltransferase inhibitors, primary screen, biochemical, DTNB colorimetric, single point; UDP-N-acetylbacillosamine N-acetyltransferase PglD (Campylobacter jejuni); purified PglD enzyme, DTNB colorimetric CoA detection; inhibition, % at 12.5 µM; actives 0.098% (n = 360,000); AID 602405, 2012; in the data active = inhibition above about 16%, passing the limit was not always enough; inconclusive = no clear call, values can overlap the other calls; also: strong numbers were not always called active
# Statin myotox sup = suppressors of statin myotoxicity in C2C12 myotubes, primary screen, cell-based, single point, plate reader | C2C12 myotubes + simvastatin, ATP luminescence, 48 h; scaled: DMSO 0, geranylgeraniol control 100 | rescue of ATP level, % at 7.49 µM | actives 0.78% (n = 330,000) | AID 602340, 2012;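 active = mean ATP rescue above about 67%, or every replicate alone reaching that limit, limit read from the data, passing the limit was not always enough; inconclusive = no clear call, values can overlap the other calls; inactive = mean under the limit and some replicate under it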;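 also: myotubes were challenged with 10 µM simvastatin during compound exposure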
# PGC1a acetyl inh = inhibitors of PGC1a acetylation signal, primary screen, cell-based, U2OS, AlphaScreen, inhibitor mode. AlphaScreen anti-acetyl-lysine; with virally co-expressed GCN5 acetyltransferase. inhibition, % at 15.6 µM. actives 0.17% (n = 350,000). AID 651687, 2012;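 active = every replicate shows inhibition of at least 40%; inconclusive = mean inhibition at least 40% but some replicate below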;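 also: 0% = neutral control wells and 100% = positive control wells; some results beyond the cut were filed as inactive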
# * marks the source's active call; other numbers are inactive results; ? = inconclusive; . = not tested or not shown; & = joins results of further samples.
SMILES,LGR2 antag,ARNT-TACC3 inh,Cneo AK release,GSIS activator,PAX8 reporter,PglD inh,Statin myotox sup,PGC1a acetyl inh
Cc1ccc(O)c(NC(=S)NC(=O)CC(C)C)c1,-40,8,.,-5,-164,.,.,.
Cc1ccc(C(=O)Nc2cccc(C(F)(F)F)c2)cc1Nc1cnccn1,5,-1,-2,5,3,-9,-23,8
CN1c2ccc(-c3ccccc3)cc2[C@@H]2[C@@H](CCN2C(=O)CC2CC2)[C@H]1CO,-10,5,-3,-21,11,-1,15,1
CN(C)c1oc(COc2ccc(F)cc2)nc1C#N,-14,0,0,14,-15,1,-2,1
CCOC(=O)COc1ccc(-c2nnc(-c3ccccc3)o2)cc1,.,-14,3,.,.,-1,-6,7
O=S(=O)(Nc1cccc(S(=O)(=O)N2CCCCCC2)c1)c1ccccc1,15,-4,-10,-3,2,-3,5,11
CCOC(=O)CC1C(=O)NCCN1C(=O)c1ccc(C)cc1 (stereo unspecified),-14,1,0,8,-31,3,-21,-4
Cc1ccc(S(=O)(=O)N(C)C[C@@H]2Oc3cc(C#CC4CCCC4)ccc3S(=O)(=O)N([C@@H](C)CO)C[C@@H]2C)cc1,20,3,-1,0,.,3,10,-12
CCC(C)C(=O)Nc1nc(C)c(-c2csc(Nc3cc(OC)ccc3OC)n2)s1 (stereo unspecified),-1,1,-1,-5,-6,-1,-28,-5
CS(=O)(=O)Nc1ccc2c(c1)[C@@H]1C[C@H](CC(=O)O)O[C@@H](CO)[C@@H]1O2,-4,.,.,6,-6,.,.,7
COc1ccccc1C(=O)N1C(CC(=O)Nc2cc(Cl)ccc2C)C(=O)NC2CCCCC21 (stereo unspecified),14,-1,2,-14,.,-1,11,?
CCOc1ncccc1C(=O)OCC(=O)N(CC)c1ccccc1,4,-19,-1,9,-9,14,7,-3
O=C(c1ccco1)N1CCN(Cc2cccc(C(F)(F)F)c2)CC1,-11,-7,0,-6,-6,2,0,0
Fc1cccc(Cl)c1/C=N/Nc1c(Cl)cncc1Cl,-2,0,.,18,-51,.,.,.
Cc1ccccc1-n1c(SCC(=O)c2cc(C)n(C)c2C)nnc1-c1ccncc1,.,4,0,.,14,1,-10,1
COC(=O)C1=NNC2(c3ccc(Cl)cc3)C(=O)N(c3ccccc3)C(=O)C12 (stereo unspecified),6,.,-2,-1,-12,6,.,-3
COc1ccc2c3c([nH]c2c1)[C@@H](CO)N(C(=O)NC1CCCC1)CC31CCN(S(C)(=O)=O)CC1,0,.,.,-5,-7,.,.,-9
O=C(CSc1nc2ccccc2c(=O)[nH]1)c1ccccc1,-21,-2,0,-2,.,0,3,12
CCc1nnc(NS(=O)(=O)c2ccc(N/C=C\C(=O)c3cccc(OC)c3)cc2)s1,-13,15,.,-1,1,.,.,-3
CCSCc1nnc(SCC(=O)Nc2cc(F)ccc2C)n1C,33,-11,-1,14,5,-4,4,4

# Compounds above that have an aryl thioether with sulfur outside any ring:
SMILES,LGR2 antag,ARNT-TACC3 inh,Cneo AK release,GSIS activator,PAX8 reporter,PglD inh,Statin myotox sup,PGC1a acetyl inh
Cc1ccccc1-n1c(SCC(=O)c2cc(C)n(C)c2C)nnc1-c1ccncc1,.,4,0,.,14,1,-10,1
O=C(CSc1nc2ccccc2c(=O)[nH]1)c1ccccc1,-21,-2,0,-2,.,0,3,12
CCSCc1nnc(SCC(=O)Nc2cc(F)ccc2C)n1C,33,-11,-1,14,5,-4,4,4

# (more compounds)
SMILES,LGR2 antag,ARNT-TACC3 inh,Cneo AK release,GSIS activator,PAX8 reporter,PglD inh,Statin myotox sup,PGC1a acetyl inh
COc1ccc(S(=O)(=O)N(C)C[C@@H]2Oc3ccc(NS(=O)(=O)c4cccs4)cc3C(=O)N([C@@H](C)CO)C[C@H]2C)cc1,3,-1,-2,2,.,-3,.,1
Cc1ccc(S(=O)(=O)NCCC(=O)OC(C)C(=O)NC2CC2)cc1 (stereo unspecified),-18,0,-1,3,.,3,4,2
C[C@@H]1CN([C@@H](C)CO)C(=O)c2cc(Br)cnc2O[C@H]1CN(C)Cc1cccc(C(=O)O)c1,-4&4,-3,-1&0,-5&1,-8,0&0,1&5,1&9
O=C(/C=C/c1cc2ccccc2o1)c1ccccc1O,-74,1,-2,18,-193,2,.,3
CCOc1ccc(S(=O)(=O)N(C)CC(=O)NCc2ccccn2)cc1Cl,10,6,-2,26,12,-12,17,7
CC(=O)N1N=C(c2cccnc2)OC1c1ccc(C(C)C)cc1 (stereo unspecified),-1,.,6,5,10,-3,1,-10
CN(C)C(=O)CS(=O)(=O)c1ccc(Cl)cc1,6,-2,.,2,6,.,.,.
COc1ccc(CN(C)C[C@@H]2OCCCC[C@H](C)Oc3ccc(NC(=O)Nc4cccc5ccccc45)cc3C(=O)N([C@H](C)CO)C[C@@H]2C)cc1,-2,30,6,-18,10,-3,.,-2
Cc1cccc(S(=O)(=O)N2CCCCN3[C@@H](CO)[C@H](c4ccc(-c5cccnc5)cc4)[C@@H]3C2)c1,-20,-4,-4,1,8,3,.,-7
CCC1(C)Cc2c(C#N)c(N)sc(=S)c2CO1 (stereo unspecified),10,.,-3,-12,-8,9,.,3
Cc1onc(-c2ccccc2)c1C(=O)OCC(=O)Nc1ccc(OC(F)(F)F)cc1,24,-1,-1,-9,12,-1,7,-4
O=C(O)CC(C(=O)Nc1ccc(Cl)cc1Cl)C1CCCO1 (stereo unspecified),-24,-11,.,0,16,.,.,.
CCc1ccc(C(=O)C(C)OC(=O)CN2C(=O)NC3(CCCC3)C2=O)cc1 (stereo unspecified),-10,-4,1,-13,-4,0,0,-4
O=C(c1cnn(C(=O)COc2ccc(Cl)cc2)c1)c1ccccc1O,-13,-6,.,14,12,.,.,.
COc1ccc(OC)c(S(=O)(=O)N2CCN(c3ccccc3)CC2)c1,-1,-2,-1,.,14,-1,19,-19
O=C(N=Nc1c(O)[nH]c2ccc(F)cc12)c1ccc(NS(=O)(=O)c2cccs2)cc1,2,-2,-1,-2,4,0,2,.
CC1=C(C(=O)c2ccccc2)C(c2cn(-c3ccccc3)nc2-c2ccc(Cl)cc2)NC(=S)N1 (stereo unspecified),3,1,-1,-29,.,4,14,-3
COc1ccc(S(=O)(=O)N2CCC3(CC2)OCCO3)cc1,19,-5,-1,6,-1,-8,-1,2
CC(=O)NC(Cc1ccc(F)c(F)c1)C(=O)NC1CCN(C(=O)c2ccc(C)cc2)CC1 (stereo unspecified),16,1,.,9,1,.,.,.
CCOC(=O)c1c(O)c2c([nH]c1=O)CCCC2,.,-6,0,.,.,1,-7,-3
C/C=C/c1cnc2c(c1)C(=O)N([C@@H](C)CO)C[C@@H](C)[C@H](CN(C)Cc1ccccc1)O2,12,-2,0,21,.,3,5,-8
COc1ccc(NC2=Nc3cccc4cccc2c34)cc1OC,.,-1,3,.,-9,0,-7,-3
Cc1sc2nc(C3CC3)nc(SCC(=O)N3c4ccccc4CC3C)c2c1C (stereo unspecified),.,31,2,.,.,-5,11,.
CNC(=O)C[C@H]1CC[C@@H]2[C@@H](COc3ccc(NC(=O)NCc4ccccc4)cc3C(=O)N2C)O1,-26,3,-1,5,35,2,4,-2
CC(C)C(=O)N=C1SC2CS(=O)(=O)CC2N1Cc1ccccc1 (stereo unspecified),17,1,-2,-4,12,.,.,3
CCOC(=O)C1CCCN(c2oc(-c3ccc(OC)cc3)nc2C#N)C1 (stereo unspecified),39,28,0,4,4,2,7,1
CN1c2ccc(-c3ccccc3F)cc2[C@@H]2[C@@H](CCN2C(=O)CN2CCOCC2)[C@H]1CO,-26,-4,-6,-7,-62,1,-2,-2
COC(=O)c1ccccc1NC(=O)CSc1nnc(COc2cccc(OC)c2)n1C,.,4,2,.,4,4,.,.
Cc1occc1C(=O)N1CCCC(N2CCN(c3ccccc3F)CC2)C1 (stereo unspecified),17,1,0,1,6,-5,3,.
CCOc1ncccc1C(=O)OCC(=O)NCc1ccccc1,-1,0,0,18,.,6,4,3
Cc1cc(=O)oc2cc(OC(C(=O)O)c3ccccc3)ccc12 (stereo unspecified),8,28,-3,-11,14,4,7,5
O=C(COc1ccc2ccccc2c1)NCCc1ccc2c(c1)OCCO2,-6,-6,-1,-26,-8,-4,.,.
C[C@H](CO)N1C[C@H](C)[C@H](CN(C)C(=O)Nc2ccc(F)cc2)Oc2ncc(C#C[C@@H](C)O)cc2C1=O,29,-1,3,31,.,-1,-2,2
Cc1c(NC(=O)COc2c(F)c(F)c(F)c(F)c2F)c(=O)n(-c2ccccc2)n1C,4,0,0,-20,15,-2,-1,-11
COc1cc(OC)c(NC(=O)CCCNC(=O)Cn2cnc3sc(C)c(C)c3c2=O)cc1Cl,-3,4,2,0,4,-4,19,10
FC(F)Oc1ccc(NC(=S)NCc2ccco2)cc1Cl,1,1,.,-46,-6,.,-22,.
O=c1[nH]c(C2CCCN(S(=O)(=O)c3ccccc3)C2)nc2c1nnn2Cc1ccccc1F (stereo unspecified),.,-9,7,.,.,-7,36,-3
CC1(C)C2CCC(C2)C1(C)N=C1OC(CCl)CS1 (stereo unspecified),-16,-4,4,-13,23,-5,-15,4
CN(C)C(=O)C[C@H]1C[C@@H]2c3cc(NC(=O)C4CCOCC4)ccc3O[C@@H]2[C@H](CO)O1,6,-3,42,17,-20,6,-3,?
CCNc1oc(COc2ccccc2F)nc1C#N,-59,1,-2,14,.,2,-2,3
Cc1noc(C)c1S(=O)(=O)N(C)C[C@@H]1OCCCC[C@H](C)Oc2ccc(NC(=O)NC(C)C)cc2C(=O)N([C@H](C)CO)C[C@@H]1C,5,13,55,0,-17,3,.,-8
CCN(CC(=O)NC(C)(C)C)Cc1cc(=O)n2c(-c3ccccc3)csc2n1,5,.,0,5,26,-3,9,.
CCc1nc2ccc(C(=O)NCC3CCCCC3)cn2c1N(C)Cc1nccs1,13,.,0,.,26,3,-6,-5
Cc1ccc(CNC(=O)c2ccc(C)c(S(=O)(=O)N3CCCCC3)c2)cc1,-6,-2,0,-16,-5,3,11,7
COc1ccc(NC(=O)C(NC(=O)c2ccc(=O)[nH]c2)c2ccc(C)cc2)cc1 (stereo unspecified),-9,-5,-4,-15,-2,-1,.,3
COc1ccc(NC(=O)Cc2csc(NC(=O)Nc3ccccc3OC)n2)cc1,-5,.,-1,.,-12,5,7,-18
Cc1ccnc(NC(=O)c2cc(-c3ccc(Cl)s3)nc3ccccc23)c1,-2,-4,.,-17,-40,.,-17,.
O=C(c1ccc2ccccc2n1)N1CCN(S(=O)(=O)c2ccc(Cl)cc2)CC1,-20,-4,-3,.,14,-1,6,4
C[C@@H]1CN([C@@H](C)CO)C(=O)c2cccc(NC(=O)c3cnccn3)c2O[C@H]1CN(C)S(=O)(=O)c1cn(C)cn1,4,0,0,-3,.,0,.,3
COc1ccc(-c2nc3c(-c4ccccc4)cnn3cc2C)cc1F,-12,8,-2,-1,-52,-7,4,4
